TNF necrop inh: inhibitors of TNF-alpha triggered necroptosis, primary screen, cell-based, Jurkat FADD-/-, single concentration; Jurkat FADD-/- TNF necroptosis rescue, ATP luminescence, 24 h; 0 = TNF only, 100 = no-TNF cells; activation (protection from cell death), % at 10 µM; 220,000 compounds, 0.068% hits;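 active means activation, meaning protection from cell death, of at least 50% relative to plate controls; inactive means activation below 50%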;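 further: necroptosis triggered by 40 ng/mL TNF-alpha added together with compound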
Rad51 HR inh: human RAD51 strand exchange inhibitors, primary screen, biochemical, fluorescence; DNA repair protein RAD51 homolog 1 (Homo sapiens), Q06609; hRad51 DNA strand exchange, fluorescence dequenching; inhibition, % at 10 µM; 200,000 compounds, 0.085% hits;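 active means inhibition above 40% at the single screening dose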;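 further: 0% = DMSO control wells and 100% = blanks with heterologous ssDNA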
Target sequence (Q06609 whole entry, looked up): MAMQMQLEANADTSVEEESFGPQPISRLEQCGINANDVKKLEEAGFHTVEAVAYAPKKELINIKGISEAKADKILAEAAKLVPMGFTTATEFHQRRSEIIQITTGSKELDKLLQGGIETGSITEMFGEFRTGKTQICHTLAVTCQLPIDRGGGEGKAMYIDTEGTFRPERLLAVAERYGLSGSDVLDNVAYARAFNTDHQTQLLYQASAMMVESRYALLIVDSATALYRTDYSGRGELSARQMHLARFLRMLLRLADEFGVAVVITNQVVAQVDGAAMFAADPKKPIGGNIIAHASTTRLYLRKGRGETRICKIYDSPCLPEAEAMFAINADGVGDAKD
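Assay system: Human Rad51 nucleoprotein filaments preassembled on unlabelled ssDNA | Reagent: Donor/quencher-labelled 47-bp dsDNA substrate | Doses: One concentration, 10 µM final | Times: 37 °C 15-min filament assembly, 30-min compound preincubation, 15-min exchange | Technique: Fluorescein emission 520 nm, excitation 485 nm | Benchmarks: Plate control and blank wells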
eIF4E-4G inh: eIF4E–eIF4G protein interaction inhibitors, primary screen, biochemical, uHTS, TR-FRET, eIF4GI fragment. TR-FRET eIF4E-eIF4GI(517-606) binding, 2 h. AID 782, 2007. inhibition, % at 21.7 µM. 220,000 compounds, 0.37% hits;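 active means inhibition above about 30%, limit read from the data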;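 further: 0% = full FRET control wells and 100% = background wells lacking eIF4GI fragment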
PERK inh: block of dimerizer-induced PERK translation repression, primary screen, PERK inhibitor project, CHO PERK-DD cells, SEAP luminescence, HTS. CHO PERK-DD fusion, SEAP luminescence translation reporter. 220,000 compounds, 0.17% hits. inhibition, % at 5.6 µM. Eukaryotic translation initiation factor 2-alpha kinase 3 (Homo sapiens), Q9NZJ5;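 active means inhibition above the mean inhibition of all tested compounds plus 3 SD, set separately per screening campaign, cut at about 2.9% in these data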;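 further: PERK kinase domain activated by AP20187 dimerizer at 100 nM; 0% = DMSO with dimerizer and 100% = rapamycin at 8.4 µM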
m-calpain inh: inhibitors of pig calpain II, primary screen, biochemical, fluorogenic peptide substrate, 1536-well | 220,000 compounds, 0.37% hits | inhibition, % at 16 µM | AID 1236, 2008 | purified calpain II, 30 min;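 active means inhibition above about 50%, limit read from the data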
Cl transport mod: KCC2 cotransporter modulators, thallium flux, primary screen, cell-based, HEK293 KCC2, FluoZin-2 fluorescence, MLSMR. KCC2 cells, thallium flux FluoZin-2 fluorescence. B-score of Tl+ flux slope (higher = more flux/activation; lower = inhibition) at 10 µM. 190,000 compounds, 2.2% hits;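 active means thallium flux slope and its plate-corrected score both differing from the plate sample mean at a set confidence after two filtering rounds, in either direction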;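 further: slope of fluorescence scaled to starting intensity during 10 to 20 s after thallium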
EBV gp42 block: Epstein-Barr virus gp42 inhibitors, primary screen, biochemical, uHTS, fluorescence polarization; Glycoprotein 42 (Epstein-Barr virus (strain AG876)), Q1HVG2; Fluorescence polarization binding assay, mP read-out; inhibition, % (tested at 21.74 µM); 220,000 compounds, 0.42% hits; AID 1085, 2008; in the data active means inhibition above about 50%
Target sequence (Q1HVG2 whole entry, looked up): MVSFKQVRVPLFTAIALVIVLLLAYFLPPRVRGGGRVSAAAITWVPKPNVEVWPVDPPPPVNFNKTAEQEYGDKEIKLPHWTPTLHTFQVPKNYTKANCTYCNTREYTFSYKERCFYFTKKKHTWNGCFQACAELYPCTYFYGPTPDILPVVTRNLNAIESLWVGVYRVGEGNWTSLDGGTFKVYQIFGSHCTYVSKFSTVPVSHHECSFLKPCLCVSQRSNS
MDM2 E3 inh: MDM2-luciferase reporter signal enhancers, primary screen, MDM2 E3 ligase inhibitor project, cell-based, luminescence, 1536-well. 210,000 compounds, 0.11% hits. signal enhancement, % at 5 µM. cell-based MDM2 ubiquitination luciferase reporter, 2 h; 0 = plate control, 100 = twice control, blank-subtracted. AID 1230, 2008;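 active means signal enhancement of 30% or more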;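 further: luminescence tracks abundance of the self-degrading MDM2-luciferase fusion protein; higher signal means inhibition of MDM2 E3 ligase activity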
Target sequence (Q00987 whole entry, looked up, the tested form may be a part): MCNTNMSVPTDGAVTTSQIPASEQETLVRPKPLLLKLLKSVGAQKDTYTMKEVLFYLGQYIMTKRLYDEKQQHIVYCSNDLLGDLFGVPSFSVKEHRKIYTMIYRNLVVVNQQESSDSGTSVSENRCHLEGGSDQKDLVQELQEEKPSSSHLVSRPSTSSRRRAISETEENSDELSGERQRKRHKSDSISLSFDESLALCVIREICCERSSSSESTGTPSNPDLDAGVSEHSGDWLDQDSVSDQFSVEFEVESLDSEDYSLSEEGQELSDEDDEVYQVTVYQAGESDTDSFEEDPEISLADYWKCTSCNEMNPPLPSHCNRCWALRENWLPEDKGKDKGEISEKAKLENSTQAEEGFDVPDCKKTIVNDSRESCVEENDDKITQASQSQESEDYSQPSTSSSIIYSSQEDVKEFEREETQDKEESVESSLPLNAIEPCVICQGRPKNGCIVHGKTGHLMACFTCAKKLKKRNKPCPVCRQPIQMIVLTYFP
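test system = mammalian cells stably expressing self-ubiquitinating, self-degrading MDM2 E3–luciferase fusion | quantity = 2000 cells/well | incubation = cell settling 4 h, compound treatment 2 h, both 37 °C | signal = luminescence with SteadyLite reagent, 15 min at room temperature | evaluation = % enhancement relative to plate controls after blank subtraction | benchmarks = plate controls and plate blanks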
L929 necroptosis: inhibitors of zVAD-triggered necroptosis, primary screen, L929 cells; L929 zVAD necroptosis rescue, ATP luminescence, 24 h; with zVAD 60 µM; viability rescue, % at 10 µM; 220,000 compounds, 0.38% hits;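 active means activation, scaled between plate controls, above about 75%, limit read from the data; inactive means activation under that limit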;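 further: 0% = zVAD with DMSO and 100% = DMSO alone without zVAD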
The depositor's hits bear a star; . = not tested or not shown; [ ] = remark or other dose.

SMILES	TNF necrop inh	Rad51 HR inh	eIF4E-4G inh	PERK inh	m-calpain inh	Cl transport mod	EBV gp42 block	MDM2 E3 inh	L929 necroptosis
C/C(CC(=O)N1CCN(C=O)CC1)=N\NC(=O)c1cccc([N+](=O)[O-])c1	0.4	3	-4	0.6	-25	-0.71	3	3	9.4
Cc1c(C)n2c3c(cccc13)CC2	0.4	-18	0	1.9	-6	-0.61	-40	-1	-0.2
O=C(O)/C=C/c1cn(-c2ncc(C(F)(F)F)cc2Cl)c2ccccc12	-3.7	2	-5[fluorescence artefact?]	0.3	34	.	3	-13	0.4
COc1ccc(C2=Nn3c(nnc3-c3ccc(OC)cc3)SC2)cc1	-16	2	11	-0.8	-29	-0.3	5	-1	-0.3
CCOC(=O)CN(C(=O)c1ccccc1[N+](=O)[O-])C(C)(C)C	0.6	9	3	-0.4	-1	0.21	-9	-6	-0.4
CCOC(=O)c1nc(C)nc(Sc2n[nH]c(-c3cc(C(F)(F)F)cc(C(F)(F)F)c3)n2)c1C	1.0	-11	0	2.0	-18	-3.6*	-20	-9	-0.2
COCC(C)N=C1NN=C(c2c[nH]c3ccccc23)CS1 (centres undefined)	2.8	.	-5[fluorescence artefact?]	1.0	5	1	-8	-11	1.1
Cc1nonc1N1CCN(Cc2cn[nH]c2-c2ccc3c(c2)OCO3)CC1	1.3	-16	4	-0.3	25	.	-2	-8	-0.6
CC(C)CN1C(=O)c2ccc(NC(=O)c3ccco3)cc2C1=O	-0.1	6	-3	0.0	-57	0.25	4	-3	-0.2
NCCCC[C@H]1CNC(=O)C(=O)N1CCc1cccc(F)c1	1.3	-8	0	.	17	0.21	-20	-16	-0.5
COC(=O)c1ccc(C)c(NC(=O)c2c(-c3ccccc3)noc2C)c1	-0.4	0	-1	-0.8	-2	.	-6	-5	0.8
CCOC(=O)C1CCN(C(=O)c2ccco2)CC1	-2.7	76*	-1	0.8	-11	-0.36	-13	2	0.0
CCC(C)C1C(C#N)=C(N)Oc2n[nH]c(-c3ccccc3)c21 (centres undefined)	-4.2	0	5	0.2	-26	-0.27	-2	-12	1.6
O=C(Oc1ccccc1C(=O)N1CCOCC1)c1cccc(Br)c1	-3.7	3	4[fluorescence artefact?]	0.0	2	.	-27	7	-0.1
N#Cc1cc(-c2ccccc2)nnc1Sc1ccccc1	3.6	12	4	0.9	7	.	1	0	-0.9
Cn1cccc1/C=N/NC(=O)C(O)c1ccccc1 (centres undefined)	3.0	-12	0	0.3	39	0.37	-11	-3	1.1
COc1cccc(CNC(=O)C(c2ccc(Cl)cc2)C(C)C)c1 (centres undefined)	0.0	0	3	-0.4	-3	-0.072	-11	-9	0.9
O=C(Cn1c(=O)oc2cc(S(=O)(=O)N3CCCC3)ccc21)NCc1ccccn1	0.2	-8	1	0.4	12	1.2	-1	-20	-0.8
O=C(CSc1nc(C2CC2)nc2ccccc12)N1c2ccccc2Sc2ccccc21	-9.9	.	-32	0.3	-162	.	-21	-22	0.9
CCOc1ccc(C2CC(=O)NC3=C2C(=O)CCC3)cc1 (centres undefined)	-2.1	0	5[fluorescence artefact?]	1.4	-19	.	-10	-15	-0.2

The final 2 compounds of the section above come first, to join the parts:
SMILES	TNF necrop inh	Rad51 HR inh	eIF4E-4G inh	PERK inh	m-calpain inh	Cl transport mod	EBV gp42 block	MDM2 E3 inh	L929 necroptosis
O=C(CSc1nc(C2CC2)nc2ccccc12)N1c2ccccc2Sc2ccccc21	-9.9	.	-32	0.3	-162	.	-21	-22	0.9
CCOc1ccc(C2CC(=O)NC3=C2C(=O)CCC3)cc1 (centres undefined)	-2.1	0	5[fluorescence artefact?]	1.4	-19	.	-10	-15	-0.2
Cc1c(C(=O)Nc2cccc(C(F)(F)F)c2)oc2ccc(S(=O)(=O)N3CCOCC3)cc12	-6.2	-10	-7	0.2	-36	0.48	-10	-12	0.2
COc1ccc(-c2cc(C(=O)Nc3c(C)nn(Cc4ccccc4)c3C)no2)cc1	0.0	1	-18	-1.5	-22	0.57	-18	14	1.0
O=C(Cn1ncc2c1-c1ccccc1OC2)N1CCN(Cc2ccc3c(c2)OCO3)CC1	-2.5	3	1	-0.5	-6	1.1	-15	-38	-0.1
Cc1cc(=O)[nH]c(-c2ccccc2)n1	-1.4	-2	-12	1.2	-49	-0.53	-4	-9	0.3
CCN(CC)CCn1c(NCc2ccc3c(c2)OCO3)nc2ccccc21	0.1	.	1	0.1	-10	0.0065	1	-4	-0.4
CCC(CC)NC(=O)CO/N=C/c1ccc(Cl)cc1Cl	0.2	0	4	0.3	17	0.87	-17	8	3.2
COc1ccc(C2C(C#N)=C(N)Nc3onc(C(C)(C)C)c32)c(OC)c1 (centres undefined)	1.9	5	-30[fluorescence artefact?]	0.1	21	0.37	7	-5	0.3
COc1ccccc1NC(=O)CCSc1nnc(-c2ccncc2)o1	0.8	4	3	0.3	-6	-0.31	-5	-12	0.5
CC(Nc1nc(-c2ccccc2O)nc2ccccc12)c1ccccc1 (centres undefined)	12	11	-4	-1.4	-33	0.0021	-3	-8	4.3
N#Cc1ccc(-c2csc(NC(=O)/C=C/c3cccs3)n2)cc1	2.3	7	-2[fluorescence artefact?]	-0.5	-28	0.28	-9	-8	0.5
CCOC(=O)CC(Nc1nc(N2CCOCC2)nc(N2CCOCC2)n1)c1ccccc1Cl (centres undefined)	-0.2	1	2[fluorescence artefact?]	-0.8	4	-0.98	10	11	0.0
COc1ccc(NC(=O)NS(=O)(=O)c2ccc(C)cc2)c(OC)c1	-0.7	-9	-1	0.2	14	0.13	-16	-24	0.0
CCNc1nc(N)nc(Oc2ccc(OCCOc3ccccc3)nn2)n1	-1.8	-4	-1	-0.1	-2	0.6	5	0	0.3
CCN(CC)S(=O)(=O)c1ccc(Cl)c(NC(=O)c2cc(Cl)cc(Cl)c2)c1	0.2	-1	1	1.2	3	1.5	-6	12	0.9
COc1cc(C(CCN2CCCC(C)C2)c2c(OC)cc(OC)c3c(-c4ccccc4)cc(=O)oc23)cc(OC)c1OC (centres undefined)	-14	3	-3	.	-26	1.6	-8	24	11
O=[N+]([O-])c1ccc(Oc2cccnc2)nc1	4.7	9	6	1.7	-14	0.033	-15	-14	1.8
COC(=O)CSc1nnc(CNC(=O)c2ccccc2OC)n1-c1ccc(OC)cc1	-1.2	3	-1	-0.9	17	.	-10	-12	-0.2
CCCc1cc(C(N)=O)c(NC(=O)C2CCCO2)s1 (centres undefined)	3.4	-2	2	0.1	-29	-0.69	-14	10	0.1
c1ccc(-c2ccc(C3=Nn4c(Cn5nnc6ccccc65)nnc4SC3)cc2)cc1	-8.3	-3	-42	-1.5	-129	-0.27	-23	-16	-0.1
CC1=CCC2(CO)COC(c3ccccc3O)C1C2 (centres undefined)	1.1	3	6	0.9	12	-1.3	-20	-6	-0.7
OCCCCCNc1ncnc2ccccc12	-6.2	1	-3	-1.0	-8	-1.6	-3	-12	-1.0
O=c1cc(CSc2ccccc2)[nH]c(=S)[nH]1	-2.7	-6	4	0.9	19	.	-23	-12	0.1
Cc1ccc(C2CC2C(=O)NN)cc1 (centres undefined)	-0.9	4	2[fluorescence artefact?]	1.1	0	-1.3	-20	-7	-0.4
CCOC(=O)C1CCCN(C(=O)Cc2c(F)cccc2Cl)C1 (centres undefined)	-2.0	1	3	-1.4	13	.	-12	-15	-0.8
CCN1CCN(S(=O)(=O)c2cc(OC)ccc2OC)CC1	-0.8	-5	-6	0.5	-15	1.1	-10	-2	-0.1
Cc1ccc(C(C(=O)NCc2ccco2)N(C(=O)Cn2nnc3ccccc32)c2ccccc2)o1 (centres undefined)	-0.2	-1	-5	-1.6	17	.	-14	-14	-0.5
COc1cccc(CNC(=O)CN(C)S(=O)(=O)c2cccc3cccnc23)c1	-0.4	7	2	-1.4	-20	0.58	-17	-3	-0.5
CCOc1ccc(N/C(N)=N/c2nc(CSc3nnnn3-c3ccccc3)cc(=O)[nH]2)cc1	-17	.	-1	0.3	28	0.82	-13	1	-0.3
COc1cc(C(C(=O)Nc2c(C)cccc2C)N(C)C(=O)c2ccc(-n3cnnn3)cc2)ccc1O (centres undefined)	0.8	.	3	1.9	-9	0.33	-17	-18	1.1
Cc1cc(NC(=O)CN2C(=O)NC(C)(c3ccccc3)C2=O)no1 (centres undefined)	0.5	-1	-6	0.8	24	.	-5	-7	0.1
Nc1c(Cl)ncnc1NCC(O)CO (centres undefined)	0.9	-5	-8	1.4	24	1.6	-4	0	0.2
Cn1c(Cl)nc2c1c(=O)n(Cc1cccc(Br)c1)c(=O)n2C	-0.8	2	1	-1.1	1	.	-7	-100	-1.1
COc1ccc(-n2c(C)nc3c(cnn3-c3ccc(Cl)cc3)c2=O)cc1	-6.2	-6	10	0.3	-35	-1.4	-5	-16	0.9
CCN(C(=O)CN1CCN(c2cccc(Cl)c2)CC1)c1c(N)n(Cc2ccccc2)c(=O)[nH]c1=O	-1.1	.	0	-0.1	0	-0.83	-10	-7	1.6
Cc1ccc(C(C(=O)NC(C)(C)C)N(CC2CCCO2)C(=O)Cn2nnc(-c3ccc(C)o3)n2)cc1 (centres undefined)	-0.5	0	-8	-1.5	-18	-0.56	-10	-15	-0.5
COC(=O)C(CSCc1ccccc1)NC(=O)CSc1nc(C)cc(=O)[nH]1 (centres undefined)	-0.3	.	-2	1.4	11	-1.3	9	-19	1.0
CC(=O)c1c(C)[nH]c(C(=O)CSc2nc3ccccc3n2C)c1C	-1.5	0	4[fluorescence artefact?]	-0.5	-19	0.52	-18	-12	0.0
Cc1cc(NC(=O)C2CCCO2)ccc1Br (centres undefined)	-0.6	12	-7	1.4	-5	-0.076	-18	-14	0.4
COC(=O)c1ccc(NC(=O)CSc2nnc(Cc3cccn3C)n2-c2ccc(F)cc2)cc1	-0.8	3	3	0.4	-2	0.6	-3	-21	-0.7
COc1ccccc1C(=O)OCn1nnc2ccccc2c1=O	0.6	0	-20	.	-20	-0.25	-3	4	-0.5

Part of the list above in another layout.
> O=C(Cn1ncc2c1-c1ccccc1OC2)N1CCN(Cc2ccc3c(c2)OCO3)CC1
- TNF necrop inh = -2.5
- Rad51 HR inh = 3
- eIF4E-4G inh = 1
- PERK inh = -0.5
- m-calpain inh = -6
- Cl transport mod = 1.1
- EBV gp42 block = -15
- MDM2 E3 inh = -38
- L929 necroptosis = -0.1

> Cc1cc(=O)[nH]c(-c2ccccc2)n1
- TNF necrop inh = -1.4
- Rad51 HR inh = -2
- eIF4E-4G inh = -12
- PERK inh = 1.2
- m-calpain inh = -49
- Cl transport mod = -0.53
- EBV gp42 block = -4
- MDM2 E3 inh = -9
- L929 necroptosis = 0.3

Compound activity from PubChem.
